PP1 counter: blocks human PP1-alpha phosphatase, a PP5 counter-screen; inhibition, % at 6.7 µM; purified PP1alpha, OMFP fluorescence; P62136; 320,000 tested, 0.9% active; AID 2235;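 active = inhibition above the mean inhibition of all tested compounds plus 3 SD, computed separately for each screening campaign, cut at about 15% in these data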
Target sequence (P62136 whole entry, looked up): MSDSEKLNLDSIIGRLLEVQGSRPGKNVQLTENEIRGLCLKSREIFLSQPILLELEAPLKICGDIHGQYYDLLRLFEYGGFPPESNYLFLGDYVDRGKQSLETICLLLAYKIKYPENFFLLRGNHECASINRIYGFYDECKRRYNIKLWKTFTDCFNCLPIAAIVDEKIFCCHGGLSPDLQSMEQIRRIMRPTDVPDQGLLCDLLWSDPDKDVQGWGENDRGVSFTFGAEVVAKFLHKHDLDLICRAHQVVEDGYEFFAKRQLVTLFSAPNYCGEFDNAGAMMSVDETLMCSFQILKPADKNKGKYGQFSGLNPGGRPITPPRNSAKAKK
core dimer inh: blocks dimerization of HCV core protein | 300,000 tested, 0.33% active | inhibition, % at 5 µM | TR-FRET GST/Flag-core106 dimerization, 1536-well;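 active = inhibition above the mean of all tested compounds plus 3 SD, set per screening campaign, cut at about 45% in these data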
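Assay system: GST-tagged and Flag-tagged HCV core protein residues 1-106 / Times: compound-protein-antibody incubation 4 h at 22.5 °C / Signal: time-resolved FRET, ex 340 nm, em 617 and 671 nm / Evaluation: % inhibition based on acceptor/donor emission ratio / Benchmarks: wells lacking GST-core106 and wells with excess unlabelled core106 / Repeats: singlicate, one well per compound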
Efflux pump inh: antifungal efflux pump inhibition, Nile Red retention; AID 485275; S. cerevisiae Candida pump triplex; 330,000 tested, 0.44% active; inhibition, % at 10 µM;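 active = plate passing quality check with inhibition over a set limit, or well fluorescence over plate mean plus 4 SD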;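 also: Nile Red retained in pooled yeast measured as flow cytometry median fluorescence; 0% = buffer negative control and 100% = Enniatin B positive control; higher means more Nile Red kept so more efflux inhibition; some compounds called inactive have numbers as strong as hits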
Fh CTSL1 inh: counter-screen for PFM18AAP inhibitors: inhibitors of F. hepatica cathepsin L1 | recombinant F. hepatica cathepsin L1, Z-Leu-Arg-MCA fluorescence | 300,000 tested, 0.49% active | inhibition, % at 5.96 µM | AID 1906;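 active = inhibition above the mean of all tested compounds plus 3 SD, set per screening campaign, cut at about 17% in these data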;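 also: 0% = plate median of test compound wells and 100% = 1 µM Z-Phe-Ala-diazomethylketone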
PREPL inhibitor: human PREPL enzyme inhibition; Q4J6C6; recombinant PREPL, fluorescence polarization activity-based probe; inhibition, % at 5.96 µM; 320,000 tested, 0.68% active; AID 2751; in the data active = inhibition above about 43%;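 also: 0% = enzyme with DMSO and 100% = wells lacking enzyme; many of its hits are not listed in these tables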
Target sequence (Q4J6C6 whole entry, looked up): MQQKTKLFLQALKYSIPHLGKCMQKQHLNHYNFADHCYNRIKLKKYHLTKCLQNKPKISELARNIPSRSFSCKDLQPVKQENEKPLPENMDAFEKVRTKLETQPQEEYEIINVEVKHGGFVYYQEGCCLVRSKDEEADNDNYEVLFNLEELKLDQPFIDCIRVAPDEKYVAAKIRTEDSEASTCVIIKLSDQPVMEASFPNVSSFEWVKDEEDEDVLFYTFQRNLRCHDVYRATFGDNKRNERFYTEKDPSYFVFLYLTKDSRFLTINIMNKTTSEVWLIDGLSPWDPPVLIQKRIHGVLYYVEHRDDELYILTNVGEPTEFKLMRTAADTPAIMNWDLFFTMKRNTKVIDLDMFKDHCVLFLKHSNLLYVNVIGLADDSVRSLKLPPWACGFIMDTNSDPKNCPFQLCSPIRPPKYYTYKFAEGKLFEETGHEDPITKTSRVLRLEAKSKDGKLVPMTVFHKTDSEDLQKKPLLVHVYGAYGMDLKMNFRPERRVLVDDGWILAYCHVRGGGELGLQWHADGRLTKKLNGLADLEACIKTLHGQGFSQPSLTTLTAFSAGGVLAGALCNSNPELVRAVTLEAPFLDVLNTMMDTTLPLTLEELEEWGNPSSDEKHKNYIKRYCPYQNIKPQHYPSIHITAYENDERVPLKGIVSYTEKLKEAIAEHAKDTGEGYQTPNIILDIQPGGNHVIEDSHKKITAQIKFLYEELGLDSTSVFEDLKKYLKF
EBNA-1 inhibitor: blocks EBNA-1 binding to DNA; EBNA-1 DNA binding, fluorescence polarization; inhibition, % at 14.8 µM; 300,000 tested, 0.34% active; in the data active = inhibition above about 28%
TPT1 inh: inhibitors of Candida albicans tRNA 2'-phosphotransferase TPT1 | recombinant caTPT1, FP RNA substrate dephosphorylation | inhibition, % at 5 µM | 300,000 tested, 0.81% active | AID 1962;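 active = inhibition above the mean of all tested compounds plus 3 SD, set per screening campaign, cut at about 24% in these data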;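 also: plate controls were DMSO alone for no effect and ferristatin control at 100 nM for full effect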
PP5 primary: PP5 (human) phosphatase inhibition; P53041; purified PP5c, OMFP substrate fluorescence; inhibition, % at 6.7 µM; 320,000 tested, 0.18% active;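 active = inhibition above the campaign's mean inhibition across all tested compounds plus 3 SD, cut at about 9.5% in these data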;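 also: 0% = DMSO only and 100% = 100 µM cantharidin control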
ZTA counter: counter-screen for EBNA-1 inhibitors: inhibitors of Epstein-Barr virus ZTA; AID 2234; inhibition, % at 11 µM; ZTA-DNA binding, fluorescence polarization; 320,000 tested, 0.15% active; P03206; in the data active = inhibition above about 33%
* marks the source's active call; other numbers are inactive results; . = not tested or not shown.

SMILES	PP1 counter	core dimer inh	Efflux pump inh	Fh CTSL1 inh	PREPL inhibitor	EBNA-1 inhibitor	TPT1 inh	PP5 primary	ZTA counter
COc1cc(/C=N\NC(=O)C2C(=O)NCC2c2ccccc2)cc(OC)c1O (stereo not drawn)	0	-8	-0.1	8	2	-19	4	-7.7	-1
COc1ccc2c(c1OC)C(=O)OC2CC(=O)O (stereo not drawn)	-9	2	0.1	-11	10	-16	-10	-2.9	-11
Cc1ccc(C(=O)COC(=O)CCS(=O)(=O)c2ccccc2)cc1[N+](=O)[O-]	4	.	-0.1	.	9	.	.	-0.5	4
O=C(c1cccs1)N1CCN(C(=O)c2ccco2)c2ccccc2C1	-4	3	0.0	-2	3	4	-1	-1.1	-5
COCCCn1c(SCC(=O)Nc2ccc(NC(C)=O)cc2)nc2sc3c(c2c1=O)CCC3	-3	0	0.0	2	20	3	2	2.2	-1
O=C(O)c1cn[nH]c1-c1cccc([N+](=O)[O-])c1	-3	-3	0.1	1	-3	-17	0	-2.2	-5
S=C(NCCCN1CCOCC1)Nc1ccc(Cl)cc1	0	-4	-0.1	1	9	4	-3	2.5	-8
CC(C)(CO)Nc1nc(N2CCCC2)nc(N2CCCC2)n1	2	3	0.0	1	11	11	0	-0.7	16
Cc1ccc(C(=O)Nc2ccccc2C(=O)NCC2CCCO2)cc1 (stereo not drawn)	-8	0	0.2	-2	7	-1	-3	-4.2	8
O=C(Nc1ccc(Cl)c(Cl)c1)C1C2C=CC3(O2)C1C(=O)N(CCN1CCCCC1)C3C(=O)NC1CCCCC1 (stereo not drawn)	-1	-4	0.1	7	50*	-1	-5	0.5	-10
CCN1CCN(c2ccc(S(=O)(=O)N3CCCCC3)cc2NC(=O)c2ccc([N+](=O)[O-])o2)CC1	-4	5	0.1	10	-9	0	-8	-0.1	-4
O=C(COC(=O)CNC(=O)c1cccc([N+](=O)[O-])c1)Nc1ccccc1OC(F)F	-5	-6	0.1	-4	9	-7	1	3.5	-11
Cc1ccc(C2(C(F)(F)F)N=C3Sc4cc(C)ccc4N3C(=O)N2)cc1 (stereo not drawn)	2	1	0.1	0	-7	2	-1	0.9	4
COc1ccccc1NC1=Nc2cccc3cccc1c23	-1	-10	0.0	0	-5	2	7	1.8	-6
CC(O)c1nc2ccccc2n1CCCc1ccccc1 (stereo not drawn)	0	0	-0.2	-1	0	2	-3	-0.7	-2
N#Cc1c(N)nc2c(c1N)CC(C(F)(F)F)O2 (stereo not drawn)	-4	-2	0.1	1	7	8	-4	-2.2	7
COc1ccc2c(CCNC(=O)c3ccco3)c[nH]c2c1	-11	-30	-0.1	4	5	-17	-1	1.5	-11
Cc1[nH]n(-c2ccccc2)c(=O)c1N=Nc1ccccc1C(=O)N1CCOCC1	0	-6	0.2	1	4	4	-1	-0.3	13
CSc1c(CC(=O)NCCO)n(C)c2ccccc12	-5	-1	-0.1	-2	2	-2	0	-0.7	3
Cc1c(C(c2ccc(C(=O)O)cc2)c2c(C)n(C)n(-c3ccccc3)c2=O)c(=O)n(-c2ccccc2)n1C	-1	5	-0.2	1	5	19	-2	0.1	-1

A second format for some results above.
O=C(COC(=O)CNC(=O)c1cccc([N+](=O)[O-])c1)Nc1ccccc1OC(F)F
  PP1 counter = -5 | core dimer inh = -6 | Efflux pump inh = 0.1 | Fh CTSL1 inh = -4 | PREPL inhibitor = 9 | EBNA-1 inhibitor = -7 | TPT1 inh = 1 | PP5 primary = 3.5 | ZTA counter = -11
Cc1ccc(C2(C(F)(F)F)N=C3Sc4cc(C)ccc4N3C(=O)N2)cc1 (stereo not drawn)
  PP1 counter = 2 | core dimer inh = 1 | Efflux pump inh = 0.1 | Fh CTSL1 inh = 0 | PREPL inhibitor = -7 | EBNA-1 inhibitor = 2 | TPT1 inh = -1 | PP5 primary = 0.9 | ZTA counter = 4

More records follow:
SMILES	PP1 counter	core dimer inh	Efflux pump inh	Fh CTSL1 inh	PREPL inhibitor	EBNA-1 inhibitor	TPT1 inh	PP5 primary	ZTA counter
Cc1ccc2c(c1)C1CN(C)CCC1N2C(=O)COc1ccccc1F (stereo not drawn)	-3	2	0.2	-14	11	-11	1	-0.9	-4
Cc1ccc(CSCCNC(=O)c2cccc([N+](=O)[O-])c2)cc1	-1	2	0.4	-1	9	-6	0	4.4	0
CCN(CC)c1nc2n(c(=S)n1)CCS2	-3	-6	0.0	2	15	11	-1	-1.6	17
CCc1ccc(CNC(=O)C(=O)NCCc2ccc(OC)c(OC)c2)cc1	0	-11	0.0	4	14	3	-2	4.4	-3
CC(C)OCCCNC(=O)c1cn(C)c2ccc(S(=O)(=O)N(C)C3CCCCC3)cc2c1=O	3	6	0.3	-3	-2	2	3	1.3	12
Clc1ccc(-c2nnc3sc(-c4ccc(Br)o4)nn23)cc1	1	-13	0.0	3	22	-4	-69	0.2	-7
CCOC(=O)Cc1cc(=O)n2[nH]c(-c3ccccc3)cc2n1	12	-1	0.2	-3	13	-1	6	2.0	-6
CC1(C)Cc2c(ccc3ccccc23)/C(=C/C#N)N1	6	4	0.0	3	-5	3	2	1.8	-14
Cc1ccc(S(=O)(=O)N2CCC(=O)N(CCOC(=O)Nc3cccc(Cl)c3)CC2)cc1	-1	-9	-0.1	1	38	-2	1	2.7	3
COc1ccc(N(CC(=O)Nc2ccc3c(c2)OCCO3)S(=O)(=O)c2c(C)nn(C)c2C)cc1	-3	-1	0.0	-3	3	0	-4	-0.5	-3
CCCn1c(NC(=O)c2ccc(C)cc2)nc2ccccc21	6	9	-0.1	4	2	2	-2	3.4	26
COc1cc(S(=O)(=O)N2CCN(c3ccccc3F)CC2)c(OC)cc1Cl	-1	13	0.0	0	8	-10	0	5.0	3
CC1(C)Nc2ccccc2N(Cc2ccc([N+](=O)[O-])cc2)C1=O	5	2	0.1	-4	6	-7	1	2.7	-13
NC(=O)CSC1=Nc2ccccc2C2=NC(c3ccccc3)C(=O)N12 (stereo not drawn)	0	-6	0.0	-1	6	-9	0	-0.1	-20
Cc1cccc(/C=C/c2onc(C)c2S(=O)(=O)N2CCC(C(=O)NC(C)(C)C)CC2)c1	-5	-2	0.1	1	25	5	-1	1.1	6
Cc1ccc(OCC(=O)Nc2ccc3c(c2)OCCO3)cc1C	-1	1	0.0	-2	1	2	2	2.1	19
O=C(CCc1nnc2ccc(NCc3ccccc3Cl)nn12)NC1CCCCC1	-4	-8	0.1	5	15	-7	-2	4.1	-18
CSc1c(CC(=O)Nc2ccccc2C(F)(F)F)n(Cc2ccccc2)c2ccccc12	-4	-6	-0.3	-3	-3	-1	1	0.2	5
C=C(C(=O)c1ccccc1)C(C)C(=C)C(=O)c1ccccc1	0	-4	0.0	3	-2	2	-2	-1.4	26
COc1ccc(CN=C(C)c2c(C(F)(F)F)[nH]n(-c3nc4ccccc4s3)c2=O)cc1	-3	8	0.0	18*	21	8	1	1.2	-3
Cc1ccc(S(=O)(=O)NCC(=O)OCc2cc(=O)oc3c(C)c(C)ccc23)cc1C	0	.	-0.1	.	6	.	.	0.8	0
Cc1nn(CC(=O)Nc2ccc3c(c2)oc2ccccc23)c(=O)c2ccccc12	-3	44	0.1	2	2	20	1	-0.8	12
CCOc1ccc2nc(NC(=O)c3ccc(OC)c(S(=O)(=O)N4CCOCC4)c3)sc2c1	3	9	0.1	-2	21	-6	-7	6.2	11
CC(=O)c1ccc(NC(=O)C(C)N2CCN(C/C=C/c3ccccc3)CC2)cc1 (stereo not drawn)	10	0	0.1	-6	-20	-12	2	-1.7	-10
CCCNc1c(N)n(-c2ccccc2)c(=O)[nH]c1=O	3	2	0.0	3	18	-2	2	-0.3	-5
OCc1nc2ccccc2n1CCCCOc1ccccc1	-3	-2	0.3	2	-11	-15	2	2.1	-3
CSc1ccc(/C=C/C(=O)NC(=O)c2ccccc2O)cc1	-2	8	-0.1	6	14	7	-5	-1.6	18
Cc1sc2nc3ccc(N4CCCC4)nn3c(=O)c2c1C	-1	-9	-0.1	4	7	4	-5	-0.1	12
CCOC(=O)c1c(O)cc(C)[nH]c1=O	-5	2	-0.1	-5	-9	3	-5	-0.3	-2
C=CCOc1c(Br)cc(C2NC(=O)NC(C)=C2C(C)=O)cc1OCC (stereo not drawn)	3	5	0.1	2	-10	1	3	0.1	9
CC(=O)Nc1ccc(C(=O)NCCCSc2ccccc2)cc1	-1	1	0.6	1	-15	-3	-3	1.9	-1
COc1ccc(Nc2nc(N)nc(CSc3nnc(C)s3)n2)cc1	-3	-1	-0.2	1	4	1	-1	1.2	1
CNCCOc1ccccc1OC(C)C	1	6	0.0	-4	2	8	-3	2.7	-2
CSc1sc(-c2ccnc(SCCS(C)(=O)=O)n2)c(-c2ccccc2)c1C#N	0	15	0.1	-1	1	5	3	1.4	3
COc1ccc(CNC(=O)/C=C/C(=O)O)cc1	-1	-7	0.1	1	2	1	-4	-1.6	-9
CCOc1ccc(NC(=O)c2cc(C)nc3ccccc23)cc1	3	-7	0.1	2	13	-11	-6	3.7	-12
CCCN1CCN(CCCNC(=S)Nc2ccc3nc(N4CCN(CC)CC4)cc(C)c3c2)CC1	0	-2	0.1	-4	17	4	1	-1.5	-3
CCc1ccccc1N1C(=O)C2C3CC(=O)C(c4ccccc43)C2C1=O (stereo not drawn)	-2	-7	0.8	-3	-4	-14	-2	2.0	5
Cc1ccc2c(C(=O)CN3CC(C)CC(C)C3)c(C)[nH]c2c1 (stereo not drawn)	-4	-1	0.1	-1	-10	-10	-6	-0.1	-4
CCCn1nnnc1NCc1ccc(SC)cc1	-3	-15	-0.1	-2	22	-13	-5	2.9	-15

Individual results from above.
CCOC(=O)c1c(O)cc(C)[nH]c1=O in TPT1 inh reads -5
CCOc1ccc2nc(NC(=O)c3ccc(OC)c(S(=O)(=O)N4CCOCC4)c3)sc2c1 in ZTA counter reads 11
Cc1sc2nc3ccc(N4CCCC4)nn3c(=O)c2c1C in Fh CTSL1 inh reads 4

(listing goes on)
SMILES	PP1 counter	core dimer inh	Efflux pump inh	Fh CTSL1 inh	PREPL inhibitor	EBNA-1 inhibitor	TPT1 inh	PP5 primary	ZTA counter
Cc1cc(NC(=O)CNC(=O)C2CCCCC2)no1	0	2	-0.1	-1	7	-4	-4	2.2	3
CCOC(=O)C1CCCN(Cc2c(Cl)cccc2Cl)C1 (stereo not drawn)	7	0	0.5	-7	10	-14	-2	3.4	-15
CCN(Cc1ccccc1)CC(O)COC(c1ccc(OC)cc1)c1ccc(OC)cc1 (stereo not drawn)	11	-1	-0.3	0	10	6	-3	4.1	-7
CCOC(=O)c1c(C)[nH]c(C(=O)CSc2nnc(Nc3ccccc3F)s2)c1C	17*	26	-0.2	1	-26	11	2	3.0	13
CC1CCCN(C(=O)C(C)Nc2cc(Cl)ccc2N2CCOCC2)C1 (stereo not drawn)	3	1	-0.1	1	25	-12	2	3.6	-1
COc1ccc(NC(=O)CN(C)C(=O)CCc2c[nH]c3ccccc23)cc1	-3	-4	0.1	1	1	-1	1	0.4	2
COc1ccc(C(CNC(=O)c2ccc(NS(=O)(=O)c3ccc4c(c3)OCCO4)cc2)N(C)C)cc1 (stereo not drawn)	-4	-10	-0.1	4	-6	0	-3	1.7	-16
CC(NC(=O)c1cccc(S(=O)(=O)N(C)C)c1)C1CC2CCC1C2 (stereo not drawn)	3	-12	-1.1	1	18	-2	-2	-0.7	1
CC1CCN(c2ccc(-c3cccs3)nn2)CC1	-1	-3	0.2	-1	5	8	-3	2.9	-2
O=C(Cc1ccc(Cl)cc1Cl)OCC(=O)c1ccc[nH]1	-2	11	0.2	3	-5	-12	4	2.3	-2
O=C(Nc1ccc(S(=O)(=O)N2CCCCCC2)cc1)c1ccc(Br)o1	-1	3	0.0	-3	-11	-4	4	5.2	-10
CCCCOC(=O)CNc1nnc(SCC(=O)OCC)[nH]c1=O	0	-5	-0.1	-1	2	-1	-1	1.3	-12
O=C(Nc1nc(-c2ccccc2)cs1)Nc1ccc(F)cc1F	7	0	0.0	-2	11	-7	-1	-0.2	-15

Not all compounds are listed; rates above refer to the full screens.
